# PI4K2A block: blocks human PI4K2A kinase activity; Q9BTU6; purified PI4K2A, ADP-Glo luminescence, 1 h; active compounds read low; activity change, negative = inhibition, % at 76.9 µM; 420,000 compounds, 0.13% hits; in the data active means activity change below about -50%; inconclusive means mostly about -30% to -49%;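 further: -100% = wells without enzyme as full effect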
#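 ADP-Glo luminescence measured ADP generated by PI4K2A enzyme (4 ug/mL before mixing) with 1.2 mM PI substrate (pre-mix) and 300 microM ATP (pre-mix). Tris pH7.5 buffer with MgCl2, Triton X-100; 1 h reaction at ambient temperature.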
# TRHR enhancer: TRH receptor (human) allosteric enhancement; 360,000 compounds, 0.66% hits; TRHR cells, fluo-8 calcium fluorescence, EC20 TRH enhancement; enhancement, % at 2 µM; in the data active means enhancement above about 30%; further: 0% is about no effect
#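 Enhancer read-out: after compound pinning and an initial kinetic agonist-mode read, an EC20 of TRH (10 nM final) was injected and fluo-8 calcium signal (Ex 480/Em 530) followed at 1 s/cycle for 100 cycles in TRHR-expressing cells.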
# D2 antag: D2 dopamine receptor (human) antagonism; P14416; HEK293 TREx D2 cells, calcium flux, dopamine EC80; inhibition, % at 10 µM; 340,000 compounds, 2% hits; in the data active means inhibition above about 30%; further: 0% is about no effect
#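 Dopamine at EC80 is the agonist stimulus; test compounds precede it by 180 s. Calcium flux read kinetically in a force-coupled, inducible HEK293 T-REx D2 cell line.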
# TrxR1 inh: rat TrxR1 inhibition; O89049; recombinant rTrxR1, NADPH fluorescence consumption, selenite substrate; Potency, µM (top dose mostly 114 µM), for the others: top-dose activity change, negative = inhibition, most hits filed as inhibitors; 390,000 compounds, 1% hits; AID 588453; further: potency means the concentration at half of the fitted maximal effect; on the % scale 0 is the no-effect control and ±100 the full control effect; nearly all actives have a fitted effect of over 65% in size
#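 Rat TrxR1 (90 nM in the dispensed reagent) was pre-reduced with 400 uM NADPH for 5 min at room temperature, then incubated with compound for 15 min. After 400 uM selenite was added, NADPH fluorescence (Ex 340/Em 450 nm) was followed for 8 min.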
# TrxR1 substrate: is turned over as a substrate by rat TrxR1; O89049; 390,000 compounds, 0.01% hits; purified TrxR1 substrate turnover, NADPH consumption readout; Potency, µM (top dose mostly 114 µM), for the others: top-dose activity change, negative = substrate turnover; further: potency means the concentration at half of the fitted maximal effect; on the % scale 0 is the no-effect control and ±100 the full control effect; nearly all actives have a fitted effect of over 50% in size
#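 Rat TrxR1, dispensed at 90 nM, was prereduced with 400 uM NADPH (final) for 5 min at ~22 deg C, then incubated with compound 15 min before 400 uM selenite. A first-read NADPH fluorescence drop versus no-compound background flagged substrates.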
# D2 agonist: agonists of human D2 dopamine receptor; HEK293 T-REx D2 cells, calcium flux agonist mode; AID 485358; activation, % at 2 µM; P14416; 340,000 compounds, 0.53% hits;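 active means activation over 3 SD above normal in the single-dose calcium agonist read, cut at about 30% in these data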; further: 0% is about no effect
#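 HEK293 Trex D2 cells, tetracycline-induced, o/n 30 C 5% CO2; no-wash Ca dye, RT 30–90 min; 10-cycle baseline, 23 nl cpd added, kinetic Ca read 180 s; agonist hits = positive Ca response.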
# USP1-UAF1 inh: blocks the human USP1/UAF1 deubiquitinase complex. 390,000 compounds, 0.23% hits. O94782. recombinant USP1/UAF1, Ub-Rhodamine cleavage fluorescence. Potency, µM (titrated, usually from 57.1 µM), inactives show at the highest dose activity change, negative = inhibition, hits mostly inhibitors. AID 743255; further: potency means the concentration at half of the fitted maximal effect; on the % scale 0 is the no-effect control and ±100 the full control effect; nearly all actives have a fitted effect of over 60% in size; inactives centre near -12
# Target sequence (O94782 whole entry, looked up): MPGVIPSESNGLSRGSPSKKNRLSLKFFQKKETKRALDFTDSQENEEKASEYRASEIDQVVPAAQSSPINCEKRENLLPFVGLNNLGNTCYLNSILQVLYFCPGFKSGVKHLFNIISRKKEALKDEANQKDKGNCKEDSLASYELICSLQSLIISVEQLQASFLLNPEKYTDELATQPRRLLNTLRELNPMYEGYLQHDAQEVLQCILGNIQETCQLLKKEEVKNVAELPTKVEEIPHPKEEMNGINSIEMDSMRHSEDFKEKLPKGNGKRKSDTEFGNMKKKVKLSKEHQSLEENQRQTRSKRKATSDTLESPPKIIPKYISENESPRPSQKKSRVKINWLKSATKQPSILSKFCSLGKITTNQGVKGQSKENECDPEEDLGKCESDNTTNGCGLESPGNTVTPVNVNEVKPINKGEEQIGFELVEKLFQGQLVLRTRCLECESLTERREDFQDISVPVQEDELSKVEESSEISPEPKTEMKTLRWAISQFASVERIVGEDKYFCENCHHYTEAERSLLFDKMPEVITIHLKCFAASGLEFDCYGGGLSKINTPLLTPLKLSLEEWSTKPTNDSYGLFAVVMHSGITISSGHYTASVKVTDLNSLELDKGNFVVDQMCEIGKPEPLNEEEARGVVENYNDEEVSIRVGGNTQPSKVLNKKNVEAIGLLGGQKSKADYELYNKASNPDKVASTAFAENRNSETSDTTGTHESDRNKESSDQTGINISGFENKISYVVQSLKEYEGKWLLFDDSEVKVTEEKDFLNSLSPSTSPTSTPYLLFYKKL
#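 USP1/UAF1 complex at 1 nM was preincubated with compound for 15 min at room temperature, then Ub-Rho substrate (150nM final) was added. Fluorescence (480/540 nm) was read kinetically, 6 reads every 60 seconds.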
# TRHR ag: TRH receptor (human) agonism; AID 493084; TRHR cells, calcium flux fluo-8, FDSS agonist mode; 360,000 compounds, 0.18% hits; activation, % at 2 µM; in the data active means activation above about 30%; further: 0% is about no effect
#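 TRHR-expressing cells loaded with fluo-8 calcium dye; 23 nL library compound pin-transferred, kinetic FDSS fluorescence (Ex 480/Em 530) recorded about 180 s for agonist-induced calcium release, before a 10 nM TRH EC20 addition for potentiator mode.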
# IDH1 R132H inh: blocks human mutant IDH1 R132H enzyme; 390,000 compounds, 0.093% hits; Potency, µM (highest dose often 76.6 µM), without a hit: at the highest dose activity change, negative = inhibition, actives largely listed as inhibitors; AID 602179; IDH1-R132H enzyme, NADPH consumption, diaphorase/resazurin fluorescence; O75874; further: potency means the concentration at half of the fitted maximal effect; on the % scale 0 is the no-effect control and ±100 the full control effect; nearly all actives have a fitted effect of over 65% in size
#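 IDH1-R132H (0.5 ug/mL) preincubated 30 min with compound, then NADPH (0.016 mM) and alpha-KG (2 mM) added; 80 min at RT, pH 7.5. Remaining NADPH coupled via diaphorase/resazurin to fluorescence (540/590 nm); concentration-response curves normalized to no-enzyme control.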
# Starred values were filed as active, the others as inactive; ? = inconclusive; . = not tested or not shown; [ ] = dose if it differs, or a comment. Unless noted, the call rests on the fitted dose curve; in most records, active means well fitted inhibition curve with a large enough effect; inconclusive means small, poorly fitted or top-dose-only effect; inactive means no such curve, though single readings can be large or run the other way.
SMILES,PI4K2A block,TRHR enhancer,D2 antag,TrxR1 inh,TrxR1 substrate,D2 agonist,USP1-UAF1 inh,TRHR ag,IDH1 R132H inh
CCC(NC(=O)c1ccncc1)c1ccccc1 (stereo unspecified),1,7,.,26%,8%,.,-20%,0.2,0%
CC(C)Oc1ccc(C(=O)NCC(=O)N2CCN(S(=O)(=O)/C=C/c3ccccc3)CC2)cc1,-2,14,4,19%,-3%,-0.1,-4%,-0.2,-5%
Cc1ccc(C)c(NC(=S)N(CCc2ccncc2)C(C)C)c1,3,-2,-20,-4%,9%,0.2,-23%,-0.5,0%
O=C(Nc1ccc(N2CCOCC2)cc1)Nc1cnsn1,-15,2,0,-13%,-2%,0.5,-10%,0.0,4%
c1ccc(-c2onc3c2CCCC3)cc1,4,-5,6,-5%[57.1 µM],-9%,1.5,-11%,-0.5,11%
CCOc1ncccc1C(=O)OCC(=O)Nc1cccc(C(C)=O)c1,4,-9,9,31%,11%,-0.1,-9%,-0.7,2%
COc1ccccc1C=NN=C(N)C(N)=NN=Cc1ccccc1OC,-4,.,.,-17%,-18%,.,-14%,.,1%
COc1ccc(OC)c(NC(=O)c2cccc(Cn3cc(Br)c([N+](=O)[O-])n3)c2)c1,1,6,1,0%,-9%,0.0,-9%,-0.4,2%
CCOC(=O)Cn1c(C)[n+](CC(=O)c2ccccc2)c2ccccc21,4,1,.,-16%,-11%,.,-15%,0.2,0%
N=C(N)Sc1nc(N2CCCCC2)nc(N2CCCCC2)n1,-4,-4,-14,-5%,-2%,0.1,-5%,0.2,-1%
O=C(Nc1ccc2c(c1)OCCO2)C1CC(c2ccc(F)cc2)=NO1 (stereo unspecified),0,2,-29,31%,10%,-0.7,-28%,0.1,0%
COc1cccc(-n2c(CNC(=O)OC(C)(C)C)n[nH]c2=S)c1,3,-2,.,-17%,-1%,.,4%,1.3,-1%
O=C(c1c(Cl)cccc1Cl)N1CCCCCC1,1,0,23,11%[57.1 µM],6%[57.1 µM],-0.4,-14%,0.0,4%
CC(=O)Nc1sc2c(c1C(c1ccccn1)N1CCN(C)CC1)CCCC2 (stereo unspecified),-4,10,2,-11%,-8%,0.3,-24%,0.7,-2%
Cc1cc(NC(=O)CSc2ccccn2)cc(NC(=O)CSc2ccccn2)c1,-5,-1,-1,10%[0.0914 µM],6%[57.1 µM],-2.0,-15%,-1.8,3%
Cc1cc(Cl)ccc1OCC(=O)OCC(=O)c1c(N)n(C)c(=O)n(C)c1=O,-2,3,2,43%[activator],10%,-0.8,-25%,0.7,5%
C=CCNc1sc(C(=O)C(C)(C)C)c(N)c1C#N,0,1,2,6%,-3%,0.8,-11%,2.8,-1%
CCOC(=O)c1c(C)[nH]c(C(=O)COC(=O)C2CC2C)c1C (stereo unspecified),7,2,0,10%[57.1 µM],4%[57.1 µM],0.5,-10%,0.1,2%
CCCCCCNC(=O)CC(c1ccccc1)c1cc(Br)ccc1O (stereo unspecified),2,8,-13,23%[57.1 µM],-7%,0.1,-18%,-0.1,0%
Cc1onc(-c2ccccc2)c1C(=O)N1CC(C)OC(C)C1 (stereo unspecified),-6,-5,0,2%[57.1 µM],8%[57.1 µM],0.6,-5%,0.3,4%
COc1ccc(-c2cc3c(=O)n(CC(=O)NCc4cccnc4)ncn3n2)cc1,-9,-2,8,30%,5%[57.1 µM],-0.3,-18%,0.4,-1%
CC1=NN(C(N)=S)C(=O)C1N=Nc1ccc(C)c(Br)c1 (stereo unspecified),19,5,-2,-8%,-7%,1.0,-24%,-0.4,9%
O=C1N=C(c2ccccc2)S/C1=C\c1cccs1,25,5,14,?,-8%,0.3,-27%,0.0,1%
CCOC(=O)c1ccc(N2C(=O)c3n[nH]c(-c4ccco4)c3C2c2cccc(O)c2)cc1 (stereo unspecified),1,19,.,-26%,-18%,0.9,-22%,1.4,?
CCCS(=O)(=O)N1CCCC(C(=O)Oc2ccc(OC)cc2)C1 (stereo unspecified),2,3,-4,3%[57.1 µM],-8%,0.4,-6%,0.2,4%

# Reprinted from the part before: two entries; new compounds follow.
SMILES,PI4K2A block,TRHR enhancer,D2 antag,TrxR1 inh,TrxR1 substrate,D2 agonist,USP1-UAF1 inh,TRHR ag,IDH1 R132H inh
CCOC(=O)c1ccc(N2C(=O)c3n[nH]c(-c4ccco4)c3C2c2cccc(O)c2)cc1 (stereo unspecified),1,19,.,-26%,-18%,0.9,-22%,1.4,?
CCCS(=O)(=O)N1CCCC(C(=O)Oc2ccc(OC)cc2)C1 (stereo unspecified),2,3,-4,3%[57.1 µM],-8%,0.4,-6%,0.2,4%
O=C1CCCC(=O)N1c1ccc(F)cc1,4,0,10,6%,-1%,1.2,-14%,0.8,-3%
CC(C)NC(=O)CC(c1ccccc1)c1cc(Br)ccc1O (stereo unspecified),-3,8,13,27%,8%,-1.1,-5%,-1.1,6%
CC(C)Nc1nnc(SCc2cc(=O)n3ccsc3n2)s1,0,-1,12,13%,2%,1.1,-24%,0.7,-6%
COc1ccc(Nc2c3c(nc4nncn24)CCC3)cc1Cl,-3,-3,.,-16%,-10%,0.2,12%,-1.2,-15%
CCC1COCCS(=O)(=O)N1Cc1ccc(F)cc1 (stereo unspecified),0,3,-16,8%[57.1 µM],1%[57.1 µM],-1.1,16%,-0.4,-10%
Cc1ccc(Cn2c(=O)n(Cc3ccccc3)c(=O)c3c(C)c(C)sc32)cc1,2,-12,.,21%,2%,-0.1,-21%,0.0,.
CCc1ccc(CNC(=O)CCn2ccc3cc(S(=O)(=O)N4CCCC4)ccc32)cc1,13,1,-12,34%[57.1 µM],3%[57.1 µM],1.4,-13%,0.9,0%
CCN(CC)C(=O)CN1C(=O)c2cccc3cccc1c23,7,-2,20,11%[57.1 µM],8%[57.1 µM],1.5,-13%,-0.4,9%
Cc1ccc([C@H]2C(C(=O)O)=CC[C@@H](c3ccc(C(C)C)cc3)N2S(=O)(=O)c2ccc(C)cc2)cc1,0,.,.,1%,-9%,.,-15%,.,-7%
Cc1cc(Br)ccc1SCC(=O)OCC(=O)NCc1ccc2c(c1)OCO2,-1,-4,-5,17%,-6%,0.5,-21%,0.3,-8%
CN(C(=O)c1ccc(NC(=O)Cc2cccc(NC(=O)C3CCN(C(=O)C4CCCCC4)CC3)c2)cc1)C1CC1,-1,.,.,9%,1%,.,-12%,.,-7%
Cc1ccc(CN2CCN(C3CCNCC3)C(=O)C2=O)cc1,-1,6,.,4%[57.1 µM],-2%[57.1 µM],-0.2,-20%,0.4,11%
COC(=O)C1=C(C(=O)c2ccc(C)cc2)C(c2ccccc2)n2nnnc2N1 (stereo unspecified),-5,6,9,2%,-4%,0.3,6%,0.4,-2%

# Among those listed so far, six contain an aryl methoxy group.
SMILES,PI4K2A block,TRHR enhancer,D2 antag,TrxR1 inh,TrxR1 substrate,D2 agonist,USP1-UAF1 inh,TRHR ag,IDH1 R132H inh
COc1ccccc1C=NN=C(N)C(N)=NN=Cc1ccccc1OC,-4,.,.,-17%,-18%,.,-14%,.,1%
COc1ccc(OC)c(NC(=O)c2cccc(Cn3cc(Br)c([N+](=O)[O-])n3)c2)c1,1,6,1,0%,-9%,0.0,-9%,-0.4,2%
COc1cccc(-n2c(CNC(=O)OC(C)(C)C)n[nH]c2=S)c1,3,-2,.,-17%,-1%,.,4%,1.3,-1%
COc1ccc(-c2cc3c(=O)n(CC(=O)NCc4cccnc4)ncn3n2)cc1,-9,-2,8,30%,5%[57.1 µM],-0.3,-18%,0.4,-1%
CCCS(=O)(=O)N1CCCC(C(=O)Oc2ccc(OC)cc2)C1 (stereo unspecified),2,3,-4,3%[57.1 µM],-8%,0.4,-6%,0.2,4%
COc1ccc(Nc2c3c(nc4nncn24)CCC3)cc1Cl,-3,-3,.,-16%,-10%,0.2,12%,-1.2,-15%

# Source: PubChem
